Screening results from PubChem BioAssay.
COUP-TFII inh – inhibitors of human COUP-TFII (NR2F2); 370,000 compounds, 0.7% hits; AID 686940; inhibition, % at 8.6 µM; HEK293T NGFI-A luciferase reporter, luminescence;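 active = inhibition above a per-plate cutoff, mean inhibition of test wells between control levels plus 3 SD, cut at about 38% in these data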;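 note: cells cotransfected with COUP-TFII expression vector driving the NGFI-A reporter; 0% = median of COUP-TF2 test wells and 100% = reporter-only cells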
SRC1 inh – human NCOA1 inhibition; Q15788; HEK293 GAL4-SRC1 luciferase reporter, luminescence; inhibition, % at 3.6 µM; 360,000 compounds, 0.12% hits;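 active = inhibition above the campaign mean plus 3 SD, with each screening campaign given its own cutoff, cut at about 60% in these data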;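 note: 0% = DMSO treated cells and 100% = gossypol at 36 µM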
TROY NFkB inh – inhibitors of TROY-dependent NF-kB signaling; Q293 LMP1-TROYcd NF-kB luciferase reporter, 4 h; inhibition, % at 10 µM; 360,000 compounds, 0.98% hits;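 active = compounds whose plate-normalised and pattern-corrected inhibition of the luciferase reporter signal at the single screening dose is 50% or more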
LMP1 NFkB inh – Epstein-Barr LMP1 NF-kappaB reporter inhibition. LMP1-induced NF-kappaB luciferase reporter cells, luminescence. inhibition, % at 12.5 µM. AID 504558. 350,000 compounds, 0.69% hits; in the data active = inhibition above about 41%;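 note: 0% = neutral control wells and 100% = reference inhibitor control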
NCOA2 inhibitor – inhibits human steroid receptor coactivator 2 | HEK293 GAL4-SRC2 luciferase reporter, luminescence | inhibition, % at 9 µM | 370,000 compounds, 0.17% hits | AID 651957;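 active = inhibition above the mean inhibition of all tested compounds plus 3 SD, set per campaign, cut at about 52% in these data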;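 note: 0% = DMSO treated cells and 100% = cells given Gossypol at 36 µM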
Target sequence (Q15596 whole entry, looked up, the tested form may be a part): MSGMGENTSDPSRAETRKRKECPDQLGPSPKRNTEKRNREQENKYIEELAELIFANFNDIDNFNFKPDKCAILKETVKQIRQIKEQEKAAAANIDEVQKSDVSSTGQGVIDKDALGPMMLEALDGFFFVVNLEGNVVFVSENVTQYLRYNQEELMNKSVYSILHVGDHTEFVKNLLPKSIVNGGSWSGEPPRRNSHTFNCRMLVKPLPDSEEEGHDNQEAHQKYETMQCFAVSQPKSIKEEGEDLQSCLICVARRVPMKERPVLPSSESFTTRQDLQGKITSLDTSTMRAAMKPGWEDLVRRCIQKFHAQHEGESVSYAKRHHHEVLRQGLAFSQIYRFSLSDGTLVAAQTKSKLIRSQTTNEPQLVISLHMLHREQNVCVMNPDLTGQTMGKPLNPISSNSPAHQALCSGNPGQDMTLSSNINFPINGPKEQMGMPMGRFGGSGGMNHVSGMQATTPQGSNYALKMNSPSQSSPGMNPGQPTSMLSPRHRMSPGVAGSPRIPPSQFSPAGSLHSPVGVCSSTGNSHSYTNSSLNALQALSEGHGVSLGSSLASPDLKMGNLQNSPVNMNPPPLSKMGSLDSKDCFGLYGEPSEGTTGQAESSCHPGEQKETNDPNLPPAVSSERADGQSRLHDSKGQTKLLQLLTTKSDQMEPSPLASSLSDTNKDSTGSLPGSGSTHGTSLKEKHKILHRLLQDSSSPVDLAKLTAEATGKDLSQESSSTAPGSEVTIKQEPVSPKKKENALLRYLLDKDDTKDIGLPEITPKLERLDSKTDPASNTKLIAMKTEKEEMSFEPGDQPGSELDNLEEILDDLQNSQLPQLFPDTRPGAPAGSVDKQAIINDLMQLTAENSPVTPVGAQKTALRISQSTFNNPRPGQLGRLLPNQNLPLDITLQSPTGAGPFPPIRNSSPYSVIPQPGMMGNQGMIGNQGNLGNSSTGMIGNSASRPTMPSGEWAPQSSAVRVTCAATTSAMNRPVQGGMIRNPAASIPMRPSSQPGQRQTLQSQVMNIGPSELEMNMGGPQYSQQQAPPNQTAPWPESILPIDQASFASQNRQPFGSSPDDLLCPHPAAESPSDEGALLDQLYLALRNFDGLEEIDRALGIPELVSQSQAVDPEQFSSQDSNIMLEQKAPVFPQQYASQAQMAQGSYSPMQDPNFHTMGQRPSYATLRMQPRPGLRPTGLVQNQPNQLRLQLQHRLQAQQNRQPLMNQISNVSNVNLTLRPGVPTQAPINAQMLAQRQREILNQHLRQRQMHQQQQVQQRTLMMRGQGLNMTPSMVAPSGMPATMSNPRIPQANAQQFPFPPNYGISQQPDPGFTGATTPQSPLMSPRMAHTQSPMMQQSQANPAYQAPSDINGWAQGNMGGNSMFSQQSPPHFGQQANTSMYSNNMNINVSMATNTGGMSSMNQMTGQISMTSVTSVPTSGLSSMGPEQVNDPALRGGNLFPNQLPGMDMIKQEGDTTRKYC
NCOA3 inh – inhibits human SRC3 coactivator; 360,000 compounds, 0.17% hits; inhibition, % at 3.6 µM; Q9Y6Q9; AID 588352; HEK293 GAL4-SRC3 luciferase reporter, luminescence;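 active = inhibition above a per-campaign cutoff, the mean of all compounds plus 3 SD, cut at about 60% in these data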;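 note: 0% = DMSO-treated cells and 100% = gossypol-treated cells at 36 µM; higher means less SRC3-driven luciferase light from the GAL4 reporter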
NOD2 RIPK2 PPI – inhibitors of human NOD2-RIPK2 interaction. O43353. CHO BLA complementation NOD2-RIPK2, CCF4 ratio. inhibition, % at 4.98 µM. 360,000 compounds, 0.38% hits. AID 624267; in the data active = inhibition above about 21%;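 note: 0% = vehicle only and 100% = reference blocker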
TWEAK-Fn14 inh – blocks TWEAK-Fn14 interaction in a reporter cell assay; TWEAK-stimulated Fn14 reporter cells, luciferase luminescence, 8 h; inhibition, % at 10 µM; 360,000 compounds, 2% hits; AID 1159606; in the data active = inhibition above about 50%
TLR9-MyD88 inh – inhibitors of human TLR9-MyD88 binding; Q9NR96+Q99836; inhibition, % at 4.98 µM; 340,000 compounds, 0.21% hits; AID 504734; CHO BLA complementation TLR9-MyD88, CCF4 FRET ratio;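 active = inhibition above the mean over all tested compounds plus 3 SD, cut at about 21% in these data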;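 note: 0% = DMSO only wells and 100% = clavulanate BLA inhibitor control wells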
NR5A2 inv ag – inverse agonists of human LRH-1 (NR5A2); O00482; HEK293T StAR-luciferase reporter, LRH-1 transfected, 24 h; inhibition, % at 3.6 µM; 360,000 compounds, 0.13% hits; AID 602396;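 active = inhibition above the mean inhibition of all tested compounds plus 3 SD, cut at about 73% in these data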;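 note: 0% = DMSO wells and 100% = reporter-only cells lacking LRH-1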
TRAIL sens C8 – sensitizes caspase-8 expressing cells to TRAIL; NB7+C8 cells + TRAIL, ATPlite viability luminescence; inhibition (viability loss, TRAIL sensitization), % at 10 µM; 360,000 compounds, 1% hits;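 active = compounds causing at least 50% loss of cell viability in the single-dose screen, relative to plate controls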
Active calls of the source: *; · = no result given; & = joins results of further samples.

Results follow in this order: NCOA2 inhibitor	TROY NFkB inh	COUP-TFII inh	NR5A2 inv ag	TWEAK-Fn14 inh	LMP1 NFkB inh	NCOA3 inh	NOD2 RIPK2 PPI	TLR9-MyD88 inh	SRC1 inh	TRAIL sens C8
OCc1cccc(-c2cnc3c(Nc4cccc(OC(F)(F)C(F)F)c4)nccn23)c1
→ -49	42	1	-26	57*	·	-106	-17	·	-39	44
N#C/C(=C\c1ccccc1)C(=O)NNS(=O)(=O)c1cccc([N+](=O)[O-])c1
→ 13	5	14	-10	7	-7	-12	-9	6	-10	-2
CCCOc1ccc(-c2cc(C(F)(F)F)c(C#N)c(SCC(=O)O)n2)cc1
→ -21	6	-7	11	-3	6	-5	-13	-2	-10	0
COc1cc(Cl)c(C)cc1NC(=O)COC(=O)C1=COCCO1
→ 5	-24	-14	-11	0	-8	20	2	-3	-37	-15
O=C1C(Cc2ccccc2)Nc2ncnc(N3CCOCC3)c2N1Cc1ccc(Br)cc1 (stereo not drawn)
→ 30	7&-8	-9	20&4	6&0	33	-17&-6	-13&-5	-3	12&8	-2&-12
CCOC(=O)Nc1ccc(OC)cc1S(=O)(=O)N1CCCCC1
→ -1	-15	1	-14	8	-51	15	0	-18	-10	-2
CCC(=O)N1CCN=C1SCc1cccc(C(F)(F)F)c1
→ 7	-8	12	-7	-18	0	12	0	-4	9	-14
O=C1CCC(=O)N1c1ccc(S(=O)(=O)Nc2cccc(Br)c2)cc1
→ 11	14	-3	1	9	3	7	-8	-5	-2	-7
COc1ccc(-c2c(NC(=O)C(C)C)n(C)c3ccccc3c2=O)cc1
→ -13	4	-17	13	-21	-16	7	-5	3	4	-1
Cc1cccc(N=C2N=C(N)c3ccccc32)c1
→ -15	-4	-21	-1	9	4	-8	3	-8	6	7
COc1cc(NC(=O)CSc2nc(=O)n(CCN3CCOCC3)c3c2CCCC3)cc(OC)c1
→ 5	11	18	8	13	4	0	-16	9	-21	-3
COc1ccc(OC)c(NC(=O)COC(=O)CN2C(=O)NC3(CCCC3)C2=O)c1
→ -6	-20	16	3	-1	4	-17	-2	-3	10	-19
CCOC(=O)N1CCC(NC(=O)c2ccc3c(c2)N(CC)CCS3)CC1
→ -25	19	-57	-36	-8	-3	-3	7	-8	-3	-7
O=C(CN1CCOCC1)Nc1ccccc1F
→ -17	-1	10	10	-6	-5	7	-9	-9	5	1
COc1ccc(COC(=O)c2nc3nc(C)cc(C)n3n2)cc1F
→ 13	9	-4	31	-4	4	-4	-4	-12	4	-19

Results follow in this order: NCOA2 inhibitor	TROY NFkB inh	COUP-TFII inh	NR5A2 inv ag	TWEAK-Fn14 inh	LMP1 NFkB inh	NCOA3 inh	NOD2 RIPK2 PPI	TLR9-MyD88 inh	SRC1 inh	TRAIL sens C8
O=C(NC(=S)Nc1cccnc1)c1cccs1
→ -26	-30	-28	-16	28	-9	6	-2	-2	-3	4
O=C(Cn1nc(Cc2ccncc2)c2ccccc2c1=O)Nc1cccnc1Cl
→ -34	-6	-2	-3	-14	-5	1	-9	2	-4	2
O=C(Nc1ccc2[nH]ncc2c1)c1ccc(F)cc1
→ -21	-43	13	-89	-5	2	-71	1	-8	-58	38
O=C(COc1cccnc1[N+](=O)[O-])N1CCN(C(=O)c2ccco2)CC1
→ 4	4	15	-4	-3	0	5	3	2	4	-30
Cc1cc(C)c(NC(=O)c2ccccc2CCc2ccccc2)c(C)c1
→ -15	2	-20	-17	2	-16	16	-4	3	16	18
CC(Sc1nccn1C)C(=O)c1c(N)n(C)c(=O)n(C)c1=O (stereo not drawn)
→ 7	13	-17	17	7	27	-6	-1	1	12	-9
Cc1ccc(C(=O)NC2CCCCC2)cc1
→ -34	-39	-37	-103	-3	-14	-52	-11	-1	-105	5
COc1cc(OC)cc(-c2c(-c3cccs3)c3cc(-c4ccc(N(C)C)nc4)ccc3n2C)c1
→ -20	-2	-10	-12	-46	-58	6	-8	-6	-51	0
O=C(O)/C=C/C(=O)Nc1c(F)cccc1F
→ -2	-3	-2	-8	-1	-5	22	-2	0	5	-1
CCSC(=O)N=Nc1ccc(O)cc1
→ -36	-12	8	-5	9	-2	-21	1	-5	6	-7
O=C(CCCOc1ccccc1)Nc1cccc(S(=O)(=O)N2CCOCC2)c1
→ -3	-5	4	-17	1	-1	-29	-13	-10	-24	-5
O=C(Nc1ccc(Cl)cn1)c1ccccc1[N+](=O)[O-]
→ -35	-5	4	-11	3	-15	-10	-8	10	-39	-10
Cc1cc(C(=O)OCC(=O)NC2CCCC(C)C2C)c(C)o1 (stereo not drawn)
→ 17	14	-17	13	7	4	4	8	5	-1	26
CSc1ccccc1NC(=O)CN(C)CC(=O)c1c(C)[nH]c2ccccc12
→ 20	0	8	8	0	-8	2	4	2	-15	-1
CCCCN(C(=O)c1cc(S(=O)(=O)N2CCCCC2)ccc1Cl)c1c(N)n(CCC)c(=O)[nH]c1=O
→ 1	-4	10	-20	-2	5	-11	-4	0	-21	-4

Five compounds from above, sorted by formula weight, smallest number first:
Results follow in this order: NCOA2 inhibitor	TROY NFkB inh	COUP-TFII inh	NR5A2 inv ag	TWEAK-Fn14 inh	LMP1 NFkB inh	NCOA3 inh	NOD2 RIPK2 PPI	TLR9-MyD88 inh	SRC1 inh	TRAIL sens C8
O=C(O)/C=C/C(=O)Nc1c(F)cccc1F
→ -2	-3	-2	-8	-1	-5	22	-2	0	5	-1
O=C(Nc1ccc2[nH]ncc2c1)c1ccc(F)cc1
→ -21	-43	13	-89	-5	2	-71	1	-8	-58	38
O=C(NC(=S)Nc1cccnc1)c1cccs1
→ -26	-30	-28	-16	28	-9	6	-2	-2	-3	4
O=C(Nc1ccc(Cl)cn1)c1ccccc1[N+](=O)[O-]
→ -35	-5	4	-11	3	-15	-10	-8	10	-39	-10
O=C(COc1cccnc1[N+](=O)[O-])N1CCN(C(=O)c2ccco2)CC1
→ 4	4	15	-4	-3	0	5	3	2	4	-30

(more compounds)
Results follow in this order: NCOA2 inhibitor	TROY NFkB inh	COUP-TFII inh	NR5A2 inv ag	TWEAK-Fn14 inh	LMP1 NFkB inh	NCOA3 inh	NOD2 RIPK2 PPI	TLR9-MyD88 inh	SRC1 inh	TRAIL sens C8
O=C(NCCc1ccccc1)c1nc2nc(-c3cccs3)cc(C(F)(F)F)n2n1
→ -51	4	-22	-23	5	15	-23	-5	-7	-41	3
CC(OC(=O)/C=C/c1cccs1)C(=O)Nc1ccc(S(N)(=O)=O)cc1 (stereo not drawn)
→ -11	-5	-11	-1	5	-2	4	-8	-1	6	11
Cc1ccc(NC(=S)N2CCN(S(=O)(=O)c3ccccc3)CC2)cc1
→ -5	9	10	17	2	2	0	1	1	-13	-10
COc1ccc(NC(=O)c2cc(N3C(=O)C4C5CCC(C5)C4C3=O)ccc2Cl)c(OC)c1 (stereo not drawn)
→ -2	6	-2	16	18	2	-3	-1	-22	-11	9
Cc1cccc(C)c1NC(=S)Nc1ccccc1C(=O)NCc1ccco1
→ 1	12	3	-3	2	-7	21	0	7	18	4
C#CCOCCOCCOCCNc1nc(N2CCN(C(=O)CCCCCCCCCCNC(=O)Cn3cc(C[C@@H](C)O)nn3)CC2)nc(N2CCN(C(=O)CCCCCCCCCCNC(=O)[C@@H](CCC(=O)O)n3cc(CCCCCN)nn3)CC2)n1
→ -12	5	-1	-4	-12	-28	-2	2	3	-29	-31
Cc1ccc(-n2nnnc2SCC(=O)NCC2(N3CCOCC3)CCCCC2)cc1
→ 16	-13	6	20	1	-1	18	0	-5	-1	4
CCCCNC(=O)CCn1c(=O)c2ccccc2n(Cc2ccc(Cl)cc2)c1=O
→ 10	-1	-1	10	-12	0	10	12	1	7	12
CCOC(=O)CN(C)C(=O)C1CCCN1C(=O)OC(C)(C)C (stereo not drawn)
→ 18	-14	-6	5	6	-5	-9	-6	-3	-8	-10
O=C1c2cnc3nc(SCc4ccc(Cl)cc4)nn3c2CC2c3ccccc3CCN12 (stereo not drawn)
→ 2	14	0	-2	8	22	-7	7	-5	5	-2
Cc1ccc(C(=O)N2NC(c3ccc(F)cc3)C3C(=O)N(c4ccc(C)c(C)c4)C(=O)C32)cc1 (stereo not drawn)
→ 1	-15	6	-6	-15	-8	-4	-16	-10	-9	-7
Nc1nc(SCC(=O)NC2CCCC2)[nH]c(=O)c1NC(=O)c1cccs1
→ 3	-21	11	-7	-2	-5	-7	-3	-1	9	-6
COc1ccc(N2C(=O)C(Cl)=C(N3CCCC(C)C3)C2=O)cc1 (stereo not drawn)
→ 2	-17	2	14	-3	-3	-4	-2	-3	-10	-14
CCN1CCN(CCC(=O)Nc2cccc(C)c2)CC1
→ 12	-6	17	18	5	-14	-1	1	-10	11	6
Cc1ccc(-c2nnc(SCC(=O)N3CCCc4ccccc43)n2N)cc1
→ 4	-8	4	6	2	0	23	11	2	4	-1

Results follow in this order: NCOA2 inhibitor	TROY NFkB inh	COUP-TFII inh	NR5A2 inv ag	TWEAK-Fn14 inh	LMP1 NFkB inh	NCOA3 inh	NOD2 RIPK2 PPI	TLR9-MyD88 inh	SRC1 inh	TRAIL sens C8
C/C(=N\Nc1ccc(S(N)(=O)=O)cc1[N+](=O)[O-])c1ccco1
→ -11	-23	-12	6	-23	4	0	8	-3	-4	-30
Cc1ccc(NS(=O)(=O)c2ccc(-c3ccc(=O)[nH]n3)o2)cc1N(C)C
→ 5	-16	-16	24	0	-2	0	-7	3	5	-8
CCOc1c(OC(C)=O)ccc(/C=C/c2ccc3cccc(OC)c3n2)c1[N+](=O)[O-]
→ -8	11	-11	-33	47	-28	-10	1	-9	-31	9
COC(=O)c1sccc1NC(=O)c1csc(C)c1
→ -14	9	5	30	15	-2	4	-2	15	-22	-4
COc1cc(C(C)=O)ccc1OCC(O)CN1CCN(c2ccc(C)c(C)c2)CC1 (stereo not drawn)
→ 12	19	5	-15	4	7	0	-10	-3	-14	-13
COC(=O)COc1ccc(S(=O)(=O)NCc2ccccn2)cc1
→ -25	36	7	9	4	3	-18	0	-1	-15	-8
CC(C)NC(=O)c1cc2cc(Br)ccc2oc1=O
→ -4	-28	10	-1	-2	-3	11	-8	-6	-36	-6
O=C(NCc1ccccc1Cl)C1CCCO1 (stereo not drawn)
→ 14	-13	8	-6	-24	-4	-2	2	-14	-6	-4

Quoted from the listing.
NOD2 RIPK2 PPI with `COC(=O)c1sccc1NC(=O)c1csc(C)c1` reads -2
NCOA3 inh with `COC(=O)COc1ccc(S(=O)(=O)NCc2ccccn2)cc1` reads -18
NOD2 RIPK2 PPI with `CCOc1c(OC(C)=O)ccc(/C=C/c2ccc3cccc(OC)c3n2)c1[N+](=O)[O-]` reads 1
LMP1 NFkB inh with `CC(C)NC(=O)c1cc2cc(Br)ccc2oc1=O` reads -3
NCOA3 inh with `Cc1ccc(NS(=O)(=O)c2ccc(-c3ccc(=O)[nH]n3)o2)cc1N(C)C` reads 0
TROY NFkB inh with `O=C(NCc1ccccc1Cl)C1CCCO1` (stereo not drawn) reads -13
TRAIL sens C8 with `COc1cc(C(C)=O)ccc1OCC(O)CN1CCN(c2ccc(C)c(C)c2)CC1` (stereo not drawn) reads -13

These rows are one share of the data; count on the stated rates, not on these rows.
